CXCR6 block: inhibitors of human CXCR6 receptor; O00574; CHO-K1 PathHunter CXCR6 beta-arrestin, luminescence; inhibition, % at 20 µM; 360,000 tested, 0.36% active; AID 602244; in the data active = inhibition above about 34%, passing the limit was not always enough;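 note: antagonist mode with CXCL16 agonist at 10 nM final; 0% = 10 nM CXCL16 with DMSO and 100% = unstimulated wells without agonist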
Target sequence (O00574 whole entry, looked up): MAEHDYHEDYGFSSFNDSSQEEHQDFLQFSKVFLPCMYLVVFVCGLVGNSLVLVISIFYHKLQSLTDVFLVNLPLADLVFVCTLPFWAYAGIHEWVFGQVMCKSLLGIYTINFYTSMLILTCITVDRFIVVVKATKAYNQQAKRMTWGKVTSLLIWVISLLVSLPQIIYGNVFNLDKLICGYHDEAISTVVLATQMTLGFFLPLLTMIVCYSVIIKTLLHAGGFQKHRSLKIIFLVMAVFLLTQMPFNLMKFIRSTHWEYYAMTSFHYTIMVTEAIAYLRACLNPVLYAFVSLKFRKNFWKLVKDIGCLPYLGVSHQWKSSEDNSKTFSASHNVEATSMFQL
EBI2 antag: antagonists of human EBI2 receptor | 360,000 tested, 0.81% active | AID 651636 | EBI2 beta-arrestin recruitment, luminescence, 7a,25-OHC stimulated | inhibition, % at 5 µM | P32249; in the data active = inhibition above about 38%;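 note: enzyme fragment complementation signal reports receptor beta-arrestin coupling in cells; 0% = agonist plus DMSO wells and 100% = wells without agonist; some results beyond the cut were filed as inactive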
Target sequence (P32249 whole entry, looked up, the tested form may be a part): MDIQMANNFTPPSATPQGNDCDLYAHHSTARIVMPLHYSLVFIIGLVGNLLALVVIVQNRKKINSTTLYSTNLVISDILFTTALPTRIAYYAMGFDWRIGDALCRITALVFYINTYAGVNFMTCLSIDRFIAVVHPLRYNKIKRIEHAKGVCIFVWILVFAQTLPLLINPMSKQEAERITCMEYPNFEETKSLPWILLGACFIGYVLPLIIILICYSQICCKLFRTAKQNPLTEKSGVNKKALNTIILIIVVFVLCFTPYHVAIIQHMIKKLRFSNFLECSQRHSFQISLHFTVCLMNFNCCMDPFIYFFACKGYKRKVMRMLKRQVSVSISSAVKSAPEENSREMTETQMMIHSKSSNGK
Numbers without * were called inactive. Some of the compounds tested (hit frequency here may not be typical).

smiles,EBI2 antag,CXCR6 block
COc1ccc(CN(C)C[C@@H]2OCc3cnnn3CCCC(=O)N([C@H](C)CO)C[C@H]2C)cc1,-4,5
CC(C)(O)C#Cc1ccc(N2C(c3ccsc3)=Cc3ccc(F)cc3C2c2c[nH]c3ccccc23)cc1 (configuration not stated),-6,-21
C[C@@H]1CN([C@H](C)CO)S(=O)(=O)c2ccc(C#CC3CCCCC3)cc2O[C@H]1CN(C)C(=O)Cc1ccncc1,15,-1
C[C@H](CO)N1C[C@H](C)[C@@H](CN(C)C(=O)C2CC2)OCc2cnnn2CCCC1=O,-5,-6
COc1cc(NC(=O)CN2CCN(C(=O)c3ccco3)CC2)c(C)cc1[N+](=O)[O-],6,3
CC1C(=O)N(Cc2cn(CC3CCCCC3)nn2)CCS(=O)(=O)N1Cc1ccc(-c2cccc(N(C)C)c2)cc1 (configuration not stated),5,-3
CCCCn1nnnc1C(c1cc2ccccc2o1)N1CCCN(C(=O)OC(C)(C)C)CC1 (configuration not stated),20,4
CCc1cc(-c2nnn(CCC3COCCO3)c2CC)ccc1-c1cn(CCc2c[nH]c3ccccc23)nn1 (configuration not stated),12,4
CC(=O)Nc1cccc(-c2ccnc3c2CC(C)(C(=O)NCc2cccs2)O3)c1 (configuration not stated),-2,2
CCCNC(=O)c1cc2c(c(-c3cccc(-c4ccc(F)cc4)c3)n1)[C@H](CCO)N(S(=O)C(C)(C)C)C2 (some centres not stated),61*,13
CC1(C(=O)Nc2cnc3ccccc3c2)CCN1Cc1ccc2c(c1)OCCO2 (configuration not stated),-7,-3
CC(C)(C)c1ccc(C(=O)N2CCC2(C)C(=O)NCc2cccc3ccccc23)cc1 (configuration not stated),1,4
CNc1cncc(-c2cccc(OC)c2F)n1,-2,3
COCCCN(C(=O)C1=COCCO1)c1c(N)n(Cc2ccccc2)c(=O)[nH]c1=O,-6,8
CC(=O)c1cccc(-c2ccnc3c2CC(C(=O)Nc2cccnc2)O3)c1 (configuration not stated),-7,4
CC(C)CCN1C(=O)c2ccccc2C1c1nnnn1-c1ccc2c(c1)OCCO2 (configuration not stated),-2,1
CCOc1ccc(CCN2C(=O)C(=O)N([C@@H](Cc3ccccc3)CN3CCC[C@H]3CN3C(=O)C(=O)NC[C@@H]3Cc3ccccc3)C[C@@H]2Cc2ccc(O)cc2)cc1,-7,3
COc1cc(/C=C/C(=O)OCC(=O)N2CC(C)OC(C)C2)ccc1OCC#N (configuration not stated),-2,1
CC(C)Nc1nc(-c2ccccc2CO)c2sccc2n1,5,-13
C[C@H](CO)N1C[C@H](C)[C@@H](CN(C)Cc2cccnc2)Oc2cc(-c3cccnc3)ccc2S1(=O)=O,-9,-6
OC(Cc1cccc(Br)c1)c1ncc(-c2cccc(C(F)(F)F)c2)[nH]1 (configuration not stated),4,-7
CCNC(=O)C1(C)CCCN(Cc2ccc(-n3ccnc3)cc2)C1 (configuration not stated),-8,3
NC(CO)c1csc(Nc2ccc(C(=O)c3ccccc3)cc2)n1 (configuration not stated),-3,-1
CC(C)C[C@@H]1Cc2[nH][nH]c(=O)c2[C@H](c2ccc(Cl)cc2)O1,-2,-2
CC1(C(=O)NS(=O)(=O)c2cccc(F)c2)CCN1C(=O)Cc1cccc2ccccc12 (configuration not stated),-7,-3
COc1ccc(CNC(=O)Nc2ccc3c(c2)c(=O)n(C)n3Cc2cccc(C(F)(F)F)c2)cc1,-3,-7
O=C1CCN(CCCN2CCC(=O)N(Cc3ccccc3)C2=S)C(=S)N1Cc1ccccc1,17,2
Cc1ccc(S(=O)(=O)N2C[C@H]3[C@H]4C(=O)N(C5CCCCC5)C(=O)[C@H]4CC(=O)[C@H]3[C@@H]2c2cccc3ccccc23)cc1,0,0
COc1ccc(-c2coc3c(C(=O)Nc4ccc(OC)nc4)cccc23)c(C)c1,1,-10
CC(C)CC1OC(C(C)C)Cc2[nH]c(=S)[nH]c(=O)c21 (configuration not stated),3,-15
CCCCC[C@@H](C)N1C[C@@H](COCc2ccccc2)Oc2cc(N3CC[C@@H](N(C)C)C3)ccc2S1(=O)=O,9,13
CN(CCc1ccccc1)C(=O)c1[nH]c(C(F)(F)F)nc1-c1ccccc1,-8,-2
Cc1ccc(C=C2C=C(c3ccccc3)OC2=O)cc1,14,-1
C[C@@H]1CN([C@H](C)CO)C(=O)c2cc(/C=C/c3ccccc3)cnc2O[C@H]1CN(C)C(=O)NC1CCCCC1,10,5
CCOC1=C2[C@H](c3ccccc3Cl)N(S(=O)(=O)c3ccc(C)cc3)C[C@H]2C(C#N)(C#N)C(C#N)(C#N)C1,-5,12
C=Cc1ccc(Cn2c(C)c(C(=O)NCc3ccc4c(c3)OCCO4)sc2=O)cc1,9,5
O=C(NCc1ccccc1)C1Cc2c(-c3ccc(Cl)cc3)ccnc2O1 (configuration not stated),-11,-3
O=C(CC[C@H]1O[C@@H](n2ccc(=O)[nH]c2=O)[C@H](O)[C@@H]1O)N[C@H](Cc1ccccc1)C(=O)NC1CCCCC1,-10,-3
Cc1cc(O)ccc1-c1cccc2nccn12,-2,-5
Cc1ccc(F)c(S(=O)(=O)NC(=O)C2(C)CCN2C(=O)CCc2ccccc2)c1 (configuration not stated),-12,2
CC(=O)Nc1ccc(NC(=O)N2CCOCC2)cc1,1,3
COc1ccc(CCNC(=O)Nc2nc(CN)cs2)cc1OC,-6,2
N#CC1(Nc2ccc3c4c(cccc24)CC3)CCCCC1,-6,-5
CN(C)CCN(C)c1cc2c(c3c1ccn3C)C1CCC2O1 (configuration not stated),0,-5
C[C@@H]1CN([C@@H](C)CO)C(=O)c2cc(Br)cnc2O[C@H]1CN(C)C(=O)c1ccc2c(c1)OCO2,-10,-5
C[C@@H]1CN([C@@H](C)CO)C(=O)CCCn2nncc2CO[C@@H]1CN(C)S(=O)(=O)c1ccccc1,16,0
CCCCn1nnnc1C(c1ccccc1)N1CCCN(Cc2ccc(F)cc2)CC1 (configuration not stated),7,2
CC1=C(C(=O)N(C(C)C)C(C)C)CC(CC(=O)NCCc2ccccn2)C(=O)N1Cc1ccc(C(C)(C)C)cc1 (configuration not stated),8,4
CN(C)C(=S)Oc1ccccc1C1SCCS1,-19,3
C[C@@H](c1ccccc1)N1C[C@H](COCc2ccccc2)Oc2cc(N3CCC[C@H]3CO)ccc2S1(=O)=O,13,11
COc1ccc(CCCNC(=O)C2Cc3c(-c4ccc5c(c4)OCO5)ccnc3O2)cc1 (configuration not stated),19,2
CCOC(=O)[C@]12CCC=C1N(Cc1ccccc1)C(=O)[C@H](CC(=O)N1CCCC1)C2,-2,3
N#Cc1ccc(NC(=S)/N=C(\N)c2ccccc2)cc1,19,0
S=C(NC1CCCCC1)N1CCC(C2C=NC=N2)CC1 (configuration not stated),-4,5
O=C1/C(=C/c2ccc3c(c2)OCO3)SC(=S)N1CCC(=O)N(CCO)c1ccccc1,-1,8
Cn1c(NCCc2ccncc2)nc2cc(-c3cccc(Cl)c3)sc2c1=O,-5,8
CC(=O)Nc1ccc(-c2ccnc3c2CC(C)(C(=O)NCC2CCOCC2)O3)cc1 (configuration not stated),-13,-1
CN(C)c1ccc(-c2csc(C(C)(O)c3ccc(F)c(F)c3)n2)cc1 (configuration not stated),8,-6
CC1=C(C(=O)N2CCOCC2)CC(CC(=O)NCc2cccc3ccccc23)C(=O)N1Cc1ccc(C(C)(C)C)cc1 (configuration not stated),-5,10
COc1ccc(NC(=O)C2c3ccccc3OCC(=O)N2CCc2ccccc2)cc1 (configuration not stated),-7,6

Further compounds:
smiles,EBI2 antag,CXCR6 block
CCOC(=O)C1=CCN(S(=O)(=O)c2ccc(Cl)cc2)C1c1ccc(C)cc1 (configuration not stated),28,6
COc1ccc(CC(N)c2csc(NC(=O)NCc3ccccc3)n2)cc1 (configuration not stated),-15,-2
O=C(C1CCCCC1)N1CCC2CC1c1cc(N3CCCCC3)ccc12 (configuration not stated),1,-4
CC(C)=C(NC(=O)c1ccccc1Cl)C(=O)NCCc1nc2ccccc2[nH]1,-13,-6
O=C(NC1CCN(Cc2ccccc2)CC1)c1ccc(CS(=O)c2ccccc2Cl)o1 (configuration not stated),-8,4
c1ccc(OCCNc2ccn3nc(-c4cccs4)cc3n2)cc1,12,3
CCN1C(=O)N2C[C@H]3CON(C)[C@H]3C[C@H]2c2ccccc21,-9,-4
COc1ccc(Cc2noc(=O)[nH]2)cc1,-5,10
CCCCCCn1c(=O)n2n(c1=O)C[C@]1(OC(=O)Nc3cccs3)CN(S(=O)(=O)c3ccc(C)cc3)C[C@]1(O)C2,12,-2
O=C(Nc1ccc2c(c1)OCCO2)C(c1ccnc2ccccc12)N1CCN(c2ccc(F)cc2)CC1 (configuration not stated),4,-6
O=C(CC1C(=O)NCCN1Cc1ccccc1)NC1CCCCC1 (configuration not stated),1,14
COc1ccc(C=O)c(-c2c(-c3ccccc3OC)sc3ccccc23)c1,-1,5

Individual results from the entries so far:
In EBI2 antag, COc1ccc(CC(N)c2csc(NC(=O)NCc3ccccc3)n2)cc1 (configuration not stated) is entered as -15
In EBI2 antag, CCN1C(=O)N2C[C@H]3CON(C)[C@H]3C[C@H]2c2ccccc21 is entered as -9

(next part)
smiles,EBI2 antag,CXCR6 block
COC(=O)[C@]12CCCCC=C1N(Cc1ccccc1)C(=O)[C@H](CC(=O)NCc1cccc(C(F)(F)F)c1)C2,4,7
CC1C(=O)N(Cc2cn(CC3CCCCC3)nn2)CCS(=O)(=O)N1Cc1ccc(-c2ccc(Cl)c(Cl)c2)cc1 (configuration not stated),3,-2
CC(=O)Nc1cccc(-c2ccnc3c2CC(C)(C(=O)Nc2cccc(NS(C)(=O)=O)c2)O3)c1 (configuration not stated),-1,4
CC(=O)c1ccc(Nc2nc(C(N)CC(C)C)cs2)cc1 (configuration not stated),1,-1
COc1cccc(C(O)c2ncc(-c3cccc(F)c3)[nH]2)c1 (configuration not stated),-3,-2
C[C@@H]1CN([C@H](C)CO)C(=O)CCCn2nncc2CO[C@@H]1CN(C)S(=O)(=O)c1cccc(F)c1,56*,4
CC(=O)c1ccc(-c2cnc3c(NC=O)cc(-c4ccc(S(C)(=O)=O)cc4)cn23)cc1,5,-1
COc1cccc(C(O)c2ncc(-c3ccccc3)[nH]2)c1 (configuration not stated),-3,5
CC1=C(C(=O)N(C(C)C)C(C)C)CC(CC(=O)NCc2cccs2)C(=O)N1CCCN1CCCC1=O (configuration not stated),-12,1
CC(C)(C(=O)N1CCC1(C)C(=O)NS(=O)(=O)c1ccc(C#N)cc1)c1ccccc1 (configuration not stated),0,0
CCc1nc2c(OCC3CCCCC3)cccn2c1N(C=O)Cc1ccc(OC)cc1,16,12
Cc1ccc(NC(=O)CN(C)C(=O)COC(=O)COc2cc(C)cc(C)c2)cc1,-4,2
CCCCC[C@@H](C)N1C[C@H](COCc2ccccc2)Oc2cc(N3CCC[C@@H]3CO)ccc2S1(=O)=O,22,5
Cc1ccc(S(=O)(=O)N2C[C@]3(O)C[C@@H]4C(=O)N(c5ccccc5)C(=O)[C@@H]4C[C@]3(OC(=O)NCC3CCCCC3)C2)cc1,5,1
O=C(O)C1CCN(C(=O)c2ccc(S(=O)(=O)N3CCCCCC3)cc2)CC1,-9,-5
C[C@H](CO)N1C[C@H](C)[C@H](CN(C)S(=O)(=O)c2ccc(Cl)cc2)OCc2cnnn2CCCC1=O,1,4
CCCCNC(=O)c1cnc(Cc2c[nH]c3ccccc23)c(I)c1,3,-4
CCCc1nc2ccc(Cl)cn2c1Cc1ccsc1,2,-3
CCOc1cc2[nH]c(=S)n(CCC(=O)NC3CCCCC3)c(=O)c2cc1OCC,-6,-5
CCOC(=O)C1(C)CCN1C(=O)c1ccc(SC(F)(F)F)cc1 (configuration not stated),4,1
COc1ccc(Cl)cc1-c1cc(C(=O)NCc2cc(C(F)(F)F)cc(C(F)(F)F)c2)[nH]n1,8,-6
CC1(C(=O)Nc2cccc(C#N)c2)CCN1C(=O)c1ccccc1CCc1ccccc1 (configuration not stated),20,14
CCCCN(C(C)=O)c1c(CC)nc2ccc(C(=O)NCCc3ccccn3)cn12,-12,-4
O=C(NCCN1CCN(Cc2ccccc2)CC1)c1ccc(CS(=O)(=O)c2c(Cl)cccc2Cl)o1,-1,4
CC(=O)c1sc(Nc2ccc3c(c2)OCO3)nc1C,5,-7
CCN(CC)S(=O)(=O)c1cccc(NC(=O)COC(=O)c2[nH]c(C)c(C(C)=O)c2C)c1,-13,-4
CCC(=O)N(Cc1cc2cc(OC)ccc2[nH]c1=O)c1ccccc1OC,-5,3
CC1CCCN(C(=O)c2ccc3c(=O)n4nc(Nc5ccccc5)sc4nc3c2)C1 (configuration not stated),7,6

Single records (already shown). Order of values: EBI2 antag, CXCR6 block
Profile of CCNC(=O)C1(C)CCCN(Cc2ccc(-n3ccnc3)cc2)C1 (configuration not stated) = -8, 3
Profile of CN(C)C(=S)Oc1ccccc1C1SCCS1 = -19, 3
Profile of COc1ccc(CCCNC(=O)C2Cc3c(-c4ccc5c(c4)OCO5)ccnc3O2)cc1 (configuration not stated) = 19, 2
Profile of O=C(NC1CCN(Cc2ccccc2)CC1)c1ccc(CS(=O)c2ccccc2Cl)o1 (configuration not stated) = -8, 4
Profile of CCCc1nc2ccc(Cl)cn2c1Cc1ccsc1 = 2, -3
